# AI-2 QS mod: modulates the Vibrio harveyi AI-2 quorum sensing system | Vibrio harveyi JMH597 AI-2 luminescence/OD600 ratio, 9 h; active compounds read low; strain lacks LuxN and CqsS sensors; 0 = neutral-control median | activity change, % at 7.5 µM | actives 0.4% (n = 300,000) | AID 2094; in the data active means activity change below about -75%, passing the limit was not always enough; inconclusive means no clear call, values can overlap the other calls;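 further: luminescence divided by OD600 gain over 9 h not by final OD600 alone; inactives centre near 13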
# Platelet DG rel: platelet dense granule release activity | human platelet-rich plasma, SFLLRN dense granule ATP release, luminescence | inhibition, %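 (compounds screened at 7.5 µM in platelet-rich plasma)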 | actives 0.22% (n = 300,000) | AID 1663;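 active means mean replicate score, as percent of positive control, at or above 50; inconclusive means mean below 50 but at least one replicate at or above 50; inactive means mean and every replicate below 50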
# HSF1 activator: increases HSF-1 driven luciferase reporter signal; NIH3T3-HGL HSF-1 luciferase reporter, MG132, 8 h; 100% = twice DMSO control signal; AID 504408; actives 1.7% (n = 300,000); activation, % at 9 µM;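 active means mean replicate activation of at least 50% with a set share of replicates each reaching 50%; inconclusive means only one of those two conditions met; inactive means mean below 50% and too few replicates reaching it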;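 further: 0% = median of the neutral control wells and 100% = twice that signal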
# HSP90 inh: blocks HSP90-mediated luciferase refolding in reticulocyte lysate | Rabbit reticulocyte lysate, luciferase refolding luminescence, 3 h | inhibition, % at 5.6 µM | actives 0.91% (n = 290,000) | AID 1789;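 active means inhibition above the screen-wide mean plus 3 SD, computed separately per campaign, cut at about 16% in these data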;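 further: 0% = DMSO wells and 100% = 60 µM geldanamycin wells; inhibitors lower the luminescence because luciferase stays unfolded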
# HDAC3 inhib: human HDAC3 inhibition; recombinant HDAC3, fluorogenic peptide/trypsin coupled, fluorescence; inhibition, % at 8.3 µM; actives 0.15% (n = 320,000); in the data active means inhibition above about 26%, passing the limit was not always enough; inconclusive means no clear call, values can overlap the other calls
# Target sequence (O15379 whole entry, looked up): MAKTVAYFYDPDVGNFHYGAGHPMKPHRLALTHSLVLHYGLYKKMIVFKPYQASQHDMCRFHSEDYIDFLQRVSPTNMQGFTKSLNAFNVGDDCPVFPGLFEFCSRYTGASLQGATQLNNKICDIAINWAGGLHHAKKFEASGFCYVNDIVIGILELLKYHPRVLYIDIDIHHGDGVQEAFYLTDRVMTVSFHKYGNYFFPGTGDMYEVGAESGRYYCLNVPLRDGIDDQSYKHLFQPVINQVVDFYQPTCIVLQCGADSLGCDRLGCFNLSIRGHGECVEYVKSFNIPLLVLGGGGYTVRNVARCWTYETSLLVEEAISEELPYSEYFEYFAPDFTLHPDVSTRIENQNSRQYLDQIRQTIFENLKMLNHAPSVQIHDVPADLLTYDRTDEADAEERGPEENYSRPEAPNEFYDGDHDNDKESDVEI
# IEC-6 tox: kills IEC-6 intestinal cells in KLF5 counter-screen. actives 0.78% (n = 290,000). IEC-6 cytotoxicity, luminescence viability. inhibition, % at 5 µM; in the data active means inhibition above about 22%;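 further: 0% = plate median of test compound wells and 100% = cytotoxic reference compound wells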
# HSF1 inhib: HSF1 inhibition | NIH3T3-HGL HSE-luciferase, MG132-induced, luminescence 8 h; active compounds read low | activity change, negative = inhibition, % at 7.5 µM (by protocol) | actives 0.77% (n = 300,000);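 active means more than half of replicate wells show activity change below -50%, luminescence cut by over half; inconclusive means some wells, but at most half, below -50%; inactive means no replicate well below -50%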;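 further: luciferase reports HSF-1 transcriptional activity via heat shock element; 0% = median of DMSO wells and -100% = zero luminescence signal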
# aSyn UTR inh: MLPCN primary screen, SNCA 5' untranslated region; actives 0.82% (n = 300,000); inhibition, % (tested at 7.5 µM); alpha-synuclein 5'UTR reporter, inhibitor activity; in the data active means inhibition above about 60%; inconclusive means no clear call, values can overlap the other calls;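 further: H4 neuroglioblastoma cells stably carrying SNCA 5'UTR luciferase fusion; 0% = DMSO wells and 100% = positive control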
# HIF activator: HIF pathway transcriptional activation; U2OS HRE-luciferase reporter, luminescence; normalized: DMSO 0%, desferrioxamine 100%; activation, % at 7.5 µM (by protocol); actives 0.32% (n = 300,000); AID 1910;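 active means mean activation of at least 10% of the iron chelator positive control signal, with at least half of replicates also reaching 10%; inconclusive means mean and replicate majority disagree about reaching 10%; inactive means mean and most replicates under 10%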
# KLF5 inhibitor: suppresses KLF5 promoter-driven expression | inhibition, % at 5 µM | AID 1700 | DLD-1 KLF5 promoter-luciferase reporter, luminescence | actives 0.23% (n = 290,000);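 active means inhibition above a per-plate limit of that plate's mean compound inhibition plus 3 SD, cut at about 60% in these data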;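 further: 0% = DMSO wells and 100% = LY294002 at 200 µM; higher means less KLF5 promoter-driven luciferase light; inactives centre near -14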
# Numbers without * were called inactive; ? = inconclusive; / = not tested or not shown.
# Each structure is followed by: AI-2 QS mod	Platelet DG rel	HSF1 activator	HSP90 inh	HDAC3 inhib	IEC-6 tox	HSF1 inhib	aSyn UTR inh	HIF activator	KLF5 inhibitor
Cc1ccc(C(c2nnnn2C2CCCCC2)N2CCN3CCCC3C2)cc1 (centres undefined)
 : 8	2	-1	-4	0	2	1	-4	0.0	-11
COc1ccc(C(=O)N2CCN(C(=O)c3cc(OC)c(OC)c(OC)c3)CC2)cc1
 : 12	2	28	-3	3	-7	-11	-10	-0.2	1
O=C(CCC(=O)N1CCN(c2ccccc2)CC1)Nc1nnc(C2CCCCC2)s1
 : 28	13	-6	2	0	3	-1	-35	1.0	-5
CCOC(=O)c1c(C)nc2c(c1-c1ccc(Cl)cc1)C(=O)CC(C)(C)C2
 : 22	-13	-8	1	8	-8	-9	16	-0.5	-20
COc1cccc(OCc2cc(C(=O)N(C)Cc3nc(C)cs3)no2)c1
 : -41	-10	14	2	0	6	35	-112	1.6	-84
Cc1ccc2c(c1)cc(C(=O)N1CCN(c3ccccn3)CC1)n2C
 : 16	7	-3	2	-2	-2	-7	-4	0.2	1
NC(=S)c1cc2cc(Cl)ccc2oc1=O
 : 4	-2	-14	-2	3	-4	4	-13	-0.5	-43
COc1cc(-c2nc3ccccn3c2/N=C/c2cccc(OC)c2O)ccc1O
 : 26	0	17	2	-17	5	-1	-21	-0.2	-25
Cc1ccc(-c2csc(NC(=O)c3ccc(F)cc3)c2C(=O)O)cc1
 : -2	9	4	3	-1	0	19	-105	0.7	-39
COc1cc(Br)c(CNc2cc(C)ccc2C)cc1OC
 : 22	-3	1	4	-4	-3	4	11	1.0	-14
CCOC(=O)C1CCN(c2ncnc3nc[nH]c23)CC1
 : 23	14	-5	-2	5	2	-7	9	-0.2	-2
CCn1cc(CNC(=O)c2cccc([N+](=O)[O-])c2)cn1
 : 34	-1	-2	-2	-2	-6	2	11	-4.0	-30
COc1ccc(CCNC(=O)C2CCCN(c3nc4ccccc4s3)C2)cc1OC (centres undefined)
 : /	-1	45	0	2	1	5	-14	-23	16
CCNc1nc(NCC)nc(C(=O)OCCO)n1
 : 1	-6	-4	1	2	3	-6	7	-0.1	-15
CC(=O)c1c(N2CCOCC2)[nH]c(-c2ccccc2)nc1=S
 : 27	8	13	-6	3	-6	0	-20	0.1	-12
O=C(Nc1cccc(S(=O)(=O)N2CCCCC2)c1)c1ccc2c(c1)OCO2
 : 33	7	20	-4	3	4	-6	8	-0.1	-16
Cc1cc2nc(SCCN3CCCC3)[nH]c2cc1C
 : 9	-17	32	5	10	5	11	-68	1.5	-22
CCOc1ccc(N2CC(C(=O)Nc3ccc(S(=O)(=O)N4CCCCC4)cc3)CC2=O)cc1 (centres undefined)
 : 39	0	-9	/	6	/	3	17	0.1	/
CN1CCN(c2ccc(C(CC(N)=O)NC(=O)c3ccccc3)cc2[N+](=O)[O-])CC1 (centres undefined)
 : 33	11	-6	-4	-7	-7	-1	7	-0.5	-13
CC1(C)C(=O)Nc2ccccc2N1C(=O)CSc1nnc2c(Cl)cc(Cl)cn12
 : 12	-29	8	2	0	-13	-8	-23	-0.1	-40

# Reprinted from the part before: 2 compounds; new compounds follow.
# Each structure is followed by: AI-2 QS mod	Platelet DG rel	HSF1 activator	HSP90 inh	HDAC3 inhib	IEC-6 tox	HSF1 inhib	aSyn UTR inh	HIF activator	KLF5 inhibitor
CN1CCN(c2ccc(C(CC(N)=O)NC(=O)c3ccccc3)cc2[N+](=O)[O-])CC1 (centres undefined)
 : 33	11	-6	-4	-7	-7	-1	7	-0.5	-13
CC1(C)C(=O)Nc2ccccc2N1C(=O)CSc1nnc2c(Cl)cc(Cl)cn12
 : 12	-29	8	2	0	-13	-8	-23	-0.1	-40
Cc1ccc(NC(=O)CCCCCN2C(=O)[C@@H]3Cc4ccccc4CN3C2=O)cc1
 : -1	1	-2	1	-4	3	3	16	0.4	2
C/C(=N\O)C(C)(C)Nc1cccc(Br)c1
 : 23	5	20	-1	1	-8	-6	-4	-0.4	-25
Cc1cc(NC(=O)CN2CCN(Cc3ccccc3)CC2)nc2c1c(=O)oc1ccccc12
 : 13	-1	3	3	-2	-1	-5	-6	0.0	0
CCOC(=O)C1(CC2CCCCO2)CCN(S(=O)(=O)c2ccsc2)CC1 (centres undefined)
 : 6	-2	-6	-4	-6	-1	-13	14	-0.1	13
COc1ccc(OC)c(NS(=O)(=O)c2ccc3c(c2)CCC(=O)N3)c1
 : 7	3	21	3	-2	1	-3	-11	-0.5	-8
CCCn1c(SCC(=O)Nc2ccccc2N2CCCCC2)nc2c1c(=O)n(C)c(=O)n2C
 : 30	-3	14	4	3	5	-2	34	-0.5	-17
O=C(NNC(=O)c1cccs1)c1csc(N2CCOCC2)n1
 : 5	-3	7	/	2	/	-3	8	-0.2	/
O=C(NNC(=S)NC(=O)c1ccccc1)c1ccc(O)cc1
 : ?	0	21	1	6	14	4	2	0.4	-9
O=C(NC(=S)NCCN1CCOCC1)c1ccccc1
 : 19	1	-6	2	-7	-4	-3	1	-0.1	-22
COc1ccc(Nc2cc(C)nc3nc(C)nn23)cc1Cl
 : 20	3	-1	-2	5	-1	5	-18	0.0	10
Nc1ncnc2nc(SCc3ccc(Cl)cc3Cl)[nH]c12
 : 16	-4	18	0	1	0	15	9	0.1	-43
C=CCc1c(C)c(C#N)c2nc3ccccc3n2c1NCCN(C)C
 : 14	-4	2	-2	-4	-1	10	-16	-0.4	-12
O=S(=O)([N-]c1nc2ccccc2nc1-n1cc[n+](Cc2ccccc2)c1)c1ccc(Cl)cc1
 : 24	19	5	10	-6	6	5	-41	0.1	9
N=c1cc(C2(O)CCCCC2)n2c(nc3ccccc32)s1
 : 23	19	17	9	-2	3	-7	-22	2.4	-103
COc1ccc(OC)c(NC(=O)c2ccc(NS(C)(=O)=O)cc2)c1
 : 18	16	4	1	2	-2	-12	12	-0.2	-22
CCC1CCCCN1CCCNC(=O)c1ccc2c(c1)N(Cc1ccc(F)cc1)C(=O)c1ccccc1S2=O (centres undefined)
 : 3	0	-13	-1	-2	-7	2	-51	0.0	-28
O=C1CN(C(=O)c2ccccc2F)C(c2ccc(F)cc2)c2cc(F)ccc2N1 (centres undefined)
 : 10	7	10	0	2	-4	12	-5	-1.1	-18
COc1ccccc1NC(=O)CSc1nnc(-c2ccccn2)o1
 : 6	-7	3	2	-1	1	4	-66	2.2	-77
CC(C)N1CCN(Cc2ccc(OCc3ccccc3)cc2)CC1CCO (centres undefined)
 : 8	-22	23	1	/	-1	7	-9	-0.2	-39
CCOc1ccccc1-n1c(SCC(=O)Nc2nccs2)nnc1-c1ccoc1C
 : 24	-2	7	5	0	5	4	0	-0.6	0
CN(C)CCSc1nnc2[nH]c3ccccc3c2n1
 : 14	-1	-8	1	-9	-4	-7	-29	-0.2	-15
O=C(c1ccccc1Cl)N1CCC(n2cccc2)CC1
 : 17	0	-4	3	-5	-4	-10	8	-0.1	1
Cc1ccccc1NC(=O)CSc1nc2ccccc2c(=O)n1CC1CCCO1 (centres undefined)
 : 12	1	9	6	/	-5	4	6	-2.6	2
C[C@@H](CN1C2=NC[C@H](Cc3ccc(O)cc3)N2C[C@H]1Cc1ccc(O)cc1)NC(=O)CCC1CCCCC1
 : 21	7	-4	14	-3	2	-7	16	-0.3	-19
O=C(NC(=S)N(CCCCO)C1CCCCC1)c1sc2ccccc2c1Cl
 : 10	11	-6	-2	4	-9	-10	15	0.0	-9
Cc1ccc(CNC(=O)CSc2nc(=O)n3ccccc3n2)cc1
 : 15	-1	3	/	3	/	-4	-5	-1.6	/
Cc1ccc(CNC(=O)C2CCCN(S(=O)(=O)N3CCC(C)CC3)C2)cc1 (centres undefined)
 : 19	5	12	-2	3	-4	8	-9	0.2	-11
O=C(c1cc(-c2cccnc2)nc2ccccc12)N1CCCc2ccccc21
 : 15	7	-20	3	1	19	-2	28	0.0	-17
Cc1ccc(NC(=O)CN(c2ccccc2)S(=O)(=O)N(C)C)cc1C
 : 22	/	/	-1	-2	1	/	/	/	13
O=C(O)Cc1ccc(NC(=O)Nc2ccc(Br)cc2)cc1
 : 30	3	-12	0	-3	1	-5	-54	0.5	-25
Cn1c(=NC(=O)COc2ccccc2)sc2cc(F)cc(F)c21
 : 18	1	3	3	/	2	-2	-38	0.1	-9
COC(=O)CCCC1=CC2=C(c3ccccc3)C(=O)C(C)(OC(=O)C3CCCC3)C(=O)C2=CN1C1CC1 (centres undefined)
 : 18	0	11	/	-3	/	8	17	-0.1	/
CC(=O)N1CCc2cc3nc(C)cc(C)c3cc21
 : 39	-9	-3	-1	-26	-5	2	7	0.2	-29
O=C1NCCn2ccc(=O)cc21
 : 18	-3	-6	5	/	-2	-4	-6	-0.9	14
COc1ccccc1-c1c(C)nn2c(N)c(-c3ccccc3)cnc12
 : 10	9	-9	6	-8	4	-1	-56	1.3	-40
COc1ccc(-n2nnnc2SCC(=O)Nc2ccccc2F)cc1
 : 23	0	2	0	6	-3	-2	9	0.7	-13
CCC(=O)N1c2ccc(S(=O)(=O)N3CCOCC3)cc2CC1C (centres undefined)
 : 11	0	10	-1	10	3	-2	3	-0.6	-28
Cc1cc(C)cc(OCC(=O)OCC(=O)c2ccc3c(c2)NC(=O)CO3)c1
 : 17	0	15	-3	-2	-9	3	-2	0.7	-26
CCCCOCCCNC(=O)N[C@H](C(=O)OC)C(C)CC (some centres undefined)
 : 1	-9	-3	-5	-5	0	-3	-11	-0.1	-23
O=C(Nc1cccs1)Nc1c(F)c(F)cc(F)c1F
 : 16	-12	59*	-6	14	4	15	-2	-0.3	-8
CCOc1ccc(NC(=O)Nc2ccc3c(c2)nnn3C)cc1
 : 14	-2	-28	1	-2	-5	-27	-10	/	-13
O=C(C(c1ccccc1)c1ccccc1)N(Cc1ccco1)C1CCS(=O)(=O)C1 (centres undefined)
 : -9	-1	7	2	4	2	8	38	-1.0	-7
C/C(=N\NC(=O)C1CC1)c1ccc(C)c(C)c1
 : 9	/	/	-7	1	-2	/	/	/	-63
CCc1ccc(NC(=O)CN(CC(=O)Nc2ccc(CC)cc2)CC(C)O)cc1 (centres undefined)
 : 13	-9	21	1	15	-2	7	-5	-23	-30
COC(=O)c1cc(OC)c(OC)cc1NC(=O)CCCCCN1C(=O)CCC1=O
 : 27	10	3	-3	2	-6	0	0	-0.1	-1
O=C(NC1CCN(Cc2ccccc2)CC1)C1CCCN(S(=O)(=O)c2cccc3nonc23)C1 (centres undefined)
 : 6	-1	4	4	5	-2	5	22	0.3	-45
COc1ccccc1OCC(=O)N/N=C1\CCc2ccccc21
 : 16	3	10	7	3	3	9	-143	1.6	-25
CN(C)CCOC(=O)c1cccc(Br)c1
 : 7	2	-14	3	-5	4	-5	12	-0.2	-13
C=CCNC(=S)/N=c1\sccn1C
 : 35	-5	12	-1	0	-1	-2	-28	0.6	5
Cc1ccccc1OCC(=O)NCC(=O)N/N=C/c1ccc(Br)o1
 : 19	13	16	3	-5	1	-1	4	-0.1	-2
O=C(COC(=O)C1CCCCC1)Nc1ccccc1OC(F)F
 : 5	2	-23	1	-3	-5	-4	29	0.4	-14
CC(NC(=O)Cc1ccccc1)c1ccc(F)cc1 (centres undefined)
 : 20	-31	2	-5	6	1	-6	-21	0.1	-4

# Hits appear at their usual frequency; 5% or so of the library scored in one or more.
